# Bioassay records from PubChem BioAssay.
# TAAR1 ag – agonists of human TAAR1. CHO RD-HGA16 TAAR1, Fluo-8 calcium fluorescence; vehicle wells 0%, saturating PEA agonist 100%. activation, % at 3 µM. AID 624467. 360,000 tested, 0.99% active;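 active = activation above the mean activation of all test compounds in the run plus 3 SD, cut at about 38% in these data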
# Target sequence (Q96RJ0 whole entry, looked up): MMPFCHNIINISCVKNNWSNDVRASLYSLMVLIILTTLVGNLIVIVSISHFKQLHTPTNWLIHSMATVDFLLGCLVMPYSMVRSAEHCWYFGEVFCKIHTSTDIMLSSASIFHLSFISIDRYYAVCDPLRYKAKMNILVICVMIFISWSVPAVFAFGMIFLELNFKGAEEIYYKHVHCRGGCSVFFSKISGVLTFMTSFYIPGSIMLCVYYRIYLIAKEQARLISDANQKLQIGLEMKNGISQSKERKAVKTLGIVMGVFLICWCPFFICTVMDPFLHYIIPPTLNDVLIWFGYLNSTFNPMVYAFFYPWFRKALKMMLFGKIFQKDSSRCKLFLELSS
#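 System: CHO-derived RD-HGA16 cells with stable Gα16 and human TAAR1. Times: 17-24 h plating, Fluo-8 75 min 37 °C, 30 min RT. Measured by: calcium-sensitive Fluo-8 signal, excitation 470-495, emission 515-575 nm. Read-out basis: % activation relative to PEA EC100 response. Control set: DMSO and PEA EC100. Repeats: no replicates (n 1).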
# TAAR1 antag – human TAAR1 antagonism. AID 624466. 360,000 tested, 1.5% active. Q96RJ0. inhibition, % at 3 µM. CHO RD-HGA16 TAAR1, Fluo-8 calcium fluorescence, antagonist;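 active = inhibition above a per-plate cutoff, the mean inhibition of test compounds on that plate plus 3 SD, cut at about 49% in these data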;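 note: 0% = DMSO plus EC80 beta-PEA response and 100% = DMSO alone without agonist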
#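 Assay system: RD-HGA16 CHO cells with stable hTAAR1 and Gα16 / Reagent: EC80 β-phenethylamine stimulus / Doses: 3 µM, single point / Timing: dye loading 75 min at 37 °C, then 30 min room temperature / Measured by: Fluo-8 intracellular calcium dye fluorescence, real-time kinetic reads / Controls: vehicle wells and EC80 agonist wells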
# OXTR potentiator – potentiates the human oxytocin receptor response. P30559. CHO-OTR cells, Fluo-8 calcium fluorescence, potentiator mode; 0% = oxytocin EC15, 100% = EC100. activation, % at 3 µM. 320,000 tested, 0.061% active;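 active = activation above that plate's cutoff, the mean activation of tested compounds plus 3 SD, cut at about 6.6% in these data, passing the limit was not always enough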;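 note: 100% uses oxytocin at 75 nM as the full agonist control; some results filed as inactive read as strong as hits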
#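 test system = CHO-OTR cells, human receptor | compound = single-point 3.0 µM | schedule = 6 min compound pre-incubation at room temperature, 100 s kinetic read | signal = Fluo-8 no-wash calcium dye fluorescence, excitation 470-495 nm, emission 515-575 nm | repeats = single well per compound, singlicate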
# CHRM1 antagonist – antagonists of human M1 muscarinic receptor; inhibition, % at 3 µM; CHO-K1 hM1, Fluo-8 calcium fluorescence, ACh EC80 antagonist; 360,000 tested, 1.3% active; P11229;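 active = percent inhibition above its own plate's cutoff, namely the mean of that plate's compound wells plus 3 SD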;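 note: peak over basal fluorescence ratio during 140 s after agonist addition; 0% = ACh EC80 plus DMSO and 100% = DMSO alone without agonist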
# Target sequence (P11229 whole entry, looked up): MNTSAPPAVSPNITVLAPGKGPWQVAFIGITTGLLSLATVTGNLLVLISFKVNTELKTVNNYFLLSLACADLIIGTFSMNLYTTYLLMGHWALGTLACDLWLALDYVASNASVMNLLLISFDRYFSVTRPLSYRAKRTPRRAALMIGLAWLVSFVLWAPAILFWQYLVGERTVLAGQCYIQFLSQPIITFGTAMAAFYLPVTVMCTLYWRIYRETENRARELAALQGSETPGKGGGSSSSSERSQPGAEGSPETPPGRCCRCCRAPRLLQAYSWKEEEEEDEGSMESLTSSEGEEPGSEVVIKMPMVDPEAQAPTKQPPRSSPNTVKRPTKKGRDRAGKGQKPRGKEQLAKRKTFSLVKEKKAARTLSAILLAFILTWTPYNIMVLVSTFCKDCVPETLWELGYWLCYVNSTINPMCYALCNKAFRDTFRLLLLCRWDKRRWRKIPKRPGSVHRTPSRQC
# CHO parental Ca – counter-screen: ATP calcium response change in parental CHO cells. parental CHO-K1, ATP-induced calcium, Fluo-8 fluorescence. inhibition, % at 5.6 µM. 330,000 tested, 0.63% active;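 active = inhibition above that plate's mean sample inhibition plus 3 SD, cut at about 26% in these data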;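 note: 0% = ATP-challenged DMSO wells and 100% = DMSO wells without ATP; some compounds past the cut are filed as inactive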
#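 Test system: parental CHO cells; detection: calcium-sensitive Fluo-8 fluorescence; evaluation: percent inhibition of calcium signal; also added: ATP as calcium-mobilizing challenge; repeats: one well per compound; control set: ATP-challenged DMSO wells low, unchallenged DMSO wells high; compound: single nominal dose of 5.6 µM per compound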
# CHRM1 agonist – activates human CHRM1 receptor; CHO-K1 hM1, Fluo-8 calcium fluorescence, agonist mode; 0% DMSO, 100% acetylcholine EC100; activation, % at 3 µM; 360,000 tested, 0.33% active;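 active = activation above the run's mean compound activation plus 3 SD, cut at about 16% in these data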;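 note: peak over basal fluorescence ratio within a 140 s kinetic read after compound addition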
# CHO-K1 Ca PAM – nonselective activator or artifact in parental CHO-K1 calcium assay; activation, % at 3 µM; 360,000 tested, 0.02% active; ATP EC20, Fluo-8 calcium fluorescence; 0% at ATP EC20, 100% at ATP max;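 active = activation above the run cutoff, the mean activation of all test compounds plus 3 SD, cut at about 40% in these data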;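 note: peak over basal fluorescence ratio in a 140 s read after ATP addition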
# CHO-K1 Ca antag – M1 antagonist counterscreen hit in parental CHO-K1 cells. ATP-induced calcium, Fluo-8 fluorescence. 360,000 tested, 0.6% active. AID 602250. inhibition, % at 3 µM;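 active = inhibition above a per-plate cutoff, the plate's mean sample inhibition plus 3 SD, cut at about 24% in these data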;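 note: 0% = DMSO plus EC80 ATP and 100% = DMSO alone without ATP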
# CHO-K1 Ca ag – nonselective activator or artifact in parental CHO-K1 cells | Fluo-8 calcium fluorescence; scaled to maximal ATP response, vehicle zero | activation, % at 3 µM | 360,000 tested, 0.48% active | AID 602248; in the data active = activation above about 15%;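 note: untransfected CHO-K1 host cells lacking M1 receptor as counterscreen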
# Starred values were filed as active, the others as inactive; x = not tested or not shown; & = joins results of further samples.
# Under each structure – TAAR1 ag, TAAR1 antag, OXTR potentiator, CHRM1 antagonist, CHO parental Ca, CHRM1 agonist, CHO-K1 Ca PAM, CHO-K1 Ca antag, CHO-K1 Ca ag
CC1Cc2nc(SCC(N)=O)n(Cc3ccccc3)c(=O)c2S1 (stereo not given)
    0, 1, -5, 2, 5, -11, 4, -5, 0.3
O=C(NCCCn1ccnc1)c1ccc(S(=O)(=O)Nc2ccccc2)cc1
    0, -9, -2, -6, -8, -8, 18, -4, 0.3
Cc1cccc(NC(=O)c2cc(-c3cc(C)c(C)cc3O)n[nH]2)c1
    -2, -18, -10, -11, 2, -2, 9, -2, 2.2
CCc1noc(C)c1C(=O)NNC(=O)COc1cc(C)ccc1C
    8, -2, -3, 5, -4, -1, 6, -11, 2.0
CC1CCCCC1NC(=O)Cn1nnc(-c2ccc(Cl)cc2)n1 (stereo not given)
    3, -13, -4, -7, -13, 6, -9, 9, -0.6
O=C(CCNS(=O)(=O)c1c(Cl)cccc1Cl)OCC(=O)c1ccccc1F
    1, -1, -2, 2, -16, 2, 16, 0, 5.2
CCOC(=O)C1(C)C=C(Nc2ccc(OCC)cc2)C(=O)N1c1ccccc1 (stereo not given)
    4, -11, -15, -2, -14, -9, 1, 12, 0.6
CN(C)CCn1c(COc2ccccc2)nc2ccccc21
    0, -7, 8, -7, -3, -6, 17, -16, 1.7
Cc1nc(N(C)Cc2ccccc2)c2nnn(Cc3ccccc3)c2n1
    1, -2, -18, -2, -34, -2, 9, -14, 0.7
CCCn1c(SCC(=O)Nc2cc(S(=O)(=O)N3CCOCC3)ccc2OC)n[nH]c1=O
    0, -32, -5, -16, -2, -4, -2, -3, 0.2
COC(=O)c1ccc(C2/C(=C(/O)c3ccc(OC)cc3)C(=O)C(=O)N2c2cc(C)on2)cc1 (stereo not given)
    4, 0, -12, -11, 0, -1, 14, 2, 0.3
CCN(CC(=O)Nc1cc(Cl)ccc1OC)CC(=O)NC1CCS(=O)(=O)C1 (stereo not given)
    -2, -4, -3, -10, -27, -4, 9, -8, 0.9
O=C(CCSc1nnnn1-c1ccccc1)N1CCOCC1
    10, 3, -3, -1, -3, -3, 16, -13, 0.9
Cc1cc(NC(=O)CSc2n[nH]c(=O)[nH]c2=O)ccc1Br
    5, -19, -3, -2, -7, -3, 2, 0, -0.4
CCc1cc2c(=O)[nH]c(-c3ccccn3)nc2s1
    3, 6, -14, -6, 9, -8, 15, 4, 0.7
CCNC(=S)N/N=C(\C)c1ccc(Cl)s1
    1, -19, -1, 14, 7, -14, 17, -6, 0.1
O=C(O)c1cccc(Nc2nc(-c3cccnc3)nc3ccccc23)c1
    1, -21, 3, -1, 0, -2, 12, -2, 0.4
CC1CCCC(C)N1C(=O)COC(=O)CNC(=O)c1ccccc1 (stereo not given)
    2, -3, 0, 1, -19, -4, -7, -5, 0.0
CCOC(=O)N1CCC(Nc2ncnc3c2cnn3-c2ccccc2)CC1
    10, 8, -6, 3, -5, -2, 2, -5, 2.2
COc1cc(/C=C2/C(=N)N3N=C(C(C)C)SC3=NC2=O)ccc1OS(=O)(=O)c1ccccc1
    0, 23, -13, -11, -8, -4, 15, -7, 0.1
COc1ccc(C2/C(=C(/O)c3ccc4c(c3)CC(C)O4)C(=O)C(=O)N2CCCn2ccnc2)cc1 (stereo not given)
    0, -10, -2, 3, -9, -2, -25, 19, 0.1
Cc1ccc(-c2csc(NC(=O)/C=C/c3cccs3)n2)cc1C
    0, 29, -1, -4, -1, -9, 4, 2, -0.1
CCOc1ccc(C(=O)NCC(=O)OCC(=O)Nc2ccccc2OCC)cc1
    -2, 1, -12, 9, -20, -5, 26, -7, 0.5
Cn1ccs/c1=N\S(=O)(=O)c1ccc(F)cc1
    14, 1, -4, -13, 10, -6, 20, 0, 0.7
Cn1c(C(=O)N2CCC(C(N)=O)CC2)cc2cc(Cl)ccc21
    7, -21, -5, -5, 2, 0, -20, 15, -0.3
CC1(C)CC(=O)C(C(C2=C(O)CC(C)(C)CC2=O)c2ccc(Br)s2)C(=O)C1 (stereo not given)
    51*, 19, -3, -1, -17, -2, 5, -6, 0.7
CCC(=O)Nc1nnc(C(C)(C)C)s1
    5, -3, -8, 2, -2, -4, -4, -1, -0.1
CCOC(=O)[C@H]1[C@H]2COc3ccc(OC)cc3[C@@H]2N2C(=O)CN(CC3CCCO3)C(=O)[C@@]12C (stereo not given in full)
    0, 16, -2, -7, -3, 3, 9, -15, 0.5
CCn1nc(C)cc1-c1n[nH]c(=S)n1N
    2, -12, -9, -18, 9, -3, 19, -17, 0.6
CC(C)OC(=O)CSc1nc2ncc(Cl)cc2[nH]1
    8, -2, -6, -16, -4, -4, 14, -12, 0.1
CC(C)CNC(=O)NC(=O)COC(=O)C1CSC2(c3ccc(F)cc3)CCC(=O)N12 (stereo not given)
    1, 10, -6, -8, -23, 1, -14, 15, 0.2
CCCN(c1ccc(C(C)C)cc1)S(=O)(=O)c1c(C)[nH]c(=O)[nH]c1=O
    13, -3, -11, 10, -14, -5, 3, -2, 0.4
COc1ccc(NC(=S)N/N=C2/CCCc3c(C)cc(C)cc32)cc1
    20, 14, -1, -2, -2, -5, 0, -5, 0.1
COc1ccc(OC2CCN(S(=O)(=O)c3ccc(OC)cc3)CC2)cc1
    5, 2, -22, -4, 36*, -1, 1, -6, 6.3
CCOc1ccc(N2C(=O)CC(NNc3nc4ccccc4s3)C2=O)cc1 (stereo not given)
    0, 20, -9, -11, -11, -2, -12, 3, 0.6
COc1ccc(NS(=O)(=O)c2ccc3ccccc3c2)c2ncccc12
    0, -2, -6, 6, 10, -3, 4, 5, 0.7
CCOc1ccccc1OCCOc1ccccc1CC
    18, 28, -7, -13, -32, -5, -1, -10, -0.5
C#CCNC(=O)c1ccc2sc([C@@H]3O[C@H](CO)[C@H](O)[C@H](O)[C@H]3O)nc2c1
    1, -18, x, -23, x, -1, 15, -7, 0.3
Cc1cccc(-c2nnc(SCC(=O)N3CCCC3)o2)c1
    6, 6, 1, 4, -12, -3, 9, -11, 1.6
CN=CC1=C(O)C(C(=O)OC)C(C)(C)CC1=O (stereo not given)
    1, -18, -4, 6, 9, -3, 7, -4, 0.8
CCN1CCN(Cc2ccc(NC(=O)c3ccc(C)c(NC(=O)C[C@@H]4NC(=O)[C@H](Cc5ccccc5)NC4=O)c3)cc2C(F)(F)F)CC1
    2&10, 2&3, -11, -4&3, 7, -10&-13, 8&3, -1&-7, 2.6&0.3
CC(=O)c1cc(C(=O)Nc2ccccc2C(=O)O)oc1C
    1, 0, -8, -16, -17, -1, 22, -21, -0.2
CCOc1cc(C)c(S(=O)(=O)Nc2ccc(Cl)cn2)cc1C
    5, -3, -2, 4, -21, -5, 6, 4, -0.3
COc1ccc2nc(NNC(=O)C3COc4ccccc4O3)sc2c1 (stereo not given)
    0, -11, -3, -12, 1, -3, 6, -6, 0.1
CC(NCc1ccccc1Cl)C(=O)Nc1ccc(S(=O)(=O)N2CCCC2)cc1 (stereo not given)
    4, -14, -5, 23, -5, -10, -6, 12, 0.5
Cc1ccc(S(=O)(=O)Nc2ccccc2N=Cc2c(F)c(F)c(F)c(F)c2F)cc1
    1, -16, x, -15, x, -3, 18, -20, 0.1
CCC(=O)NC(=S)Nc1cc(C(=O)O)ccc1OC
    4, -5, -3, 0, -14, -5, 13, -2, 0.0
C=CCSc1nc(C)cc(C(=O)OCC)c1C#N
    -2, -54, 0, -2, -14, -9, -4, -6, -1.4
CN(C)C=Nc1ccc(Cl)c(Cl)c1
    2, 9, 2, -11, -10, -2, 2, -13, 1.8
COc1ccccc1CN1C(=O)c2ccncc2C1=O
    x, x, 0, -10, -7, -3, 20, -14, 0.6

# New compounds follow
# Under each structure – TAAR1 ag, TAAR1 antag, OXTR potentiator, CHRM1 antagonist, CHO parental Ca, CHRM1 agonist, CHO-K1 Ca PAM, CHO-K1 Ca antag, CHO-K1 Ca ag
CCOc1ccc(OCC(=O)Nc2ccc(OC)cc2)cc1
    -1, -6, -3, -2, -17, -3, 13, -5, 0.0
CCCc1nnc(NC(=O)C(C)N2C(=O)C3C4C=CC(C4)C3C2=O)s1 (stereo not given)
    0, -2, -3, 13, -10, 1, -2, 7, 0.0
COc1ccc(CC(=O)NCc2cccc(CNC(=O)Cc3ccc(OC)c(OC)c3)c2)cc1OC
    0, 5, -8, -13, -4, -5, 16, -7, 1.7
CCCC1CC(=O)NC1(C(=O)OCC)C(=O)OCC (stereo not given)
    0, -7, x, -18, x, -1, 15, -14, 0.6
CC1(C)O[C@@H]2[C@H](O1)[C@@H](COS(=O)(=O)O)O[C@H]2n1c(=S)[nH]c2c(=O)[nH]c(N)nc21
    8, 2, -5, -21, 0, 0, 9, -11, 0.5
COc1ccc(N2CC(C(=O)Nc3ccc4c(c3)OCCO4)CC2=O)cc1 (stereo not given)
    -4, -9, -4, 2, -9, -5, -3, 2, -0.1
CC(=O)c1ccc(/C=C/c2nc3ccccc3n2C)o1
    2, -13, -2, -2, -11, -5, 10, -3, 0.3
CN(Cc1cnn(C)c1)Cc1nc(COc2ccccc2)no1
    3, 0, -7, -13, 10, -5, -3, 1, -0.2
O=C(CCS(=O)(=O)c1ccc(Br)cc1)NCc1ccco1
    13, -28, -8, 0, -7, -2, -10, -3, 0.4
Cc1cc(C(=O)COC(=O)CCc2nc3ccccc3s2)c(C)n1C
    1, 10, -7, -9, -8, -2, -6, 16, 0.5
O=C(c1ccc2oc(Cc3ccc(Cl)cc3)nc2c1)N1CC[C@H](O)C1
    4, -12, 4, -11, -13, -3, 20, -17, 0.4
O=C(Nc1ccccc1F)c1ccc(CNS(=O)(=O)c2cccc(C(F)(F)F)c2)cc1
    46*, 40, -15, -39, 69*, -1, 2, -2, 0.9
Cc1nn(-c2ccc(F)cc2)c(Cl)c1/C=C/C(=O)N1CCNC(=O)C1
    0, -5, -1, 8, -12, -5, -20, 10, -0.9
CCN1CCn2c3c(c4cc(Br)ccc42)CCCC31 (stereo not given)
    34, -12, -13, -7, -18, -2, -10, 10, -0.5

# Looked up above.
# `CCN1CCn2c3c(c4cc(Br)ccc42)CCCC31` (stereo not given) in CHO-K1 Ca PAM → -10
# `O=C(Nc1ccccc1F)c1ccc(CNS(=O)(=O)c2cccc(C(F)(F)F)c2)cc1` in CHO-K1 Ca PAM → 2
